# Assay outcomes deposited in PubChem by National Center for Advancing Translational Sciences (NCATS).
# CBFb RUNX1 block – qHTS Assay for Compounds Blocking the Interaction Between CBF-beta and RUNX1 for the Treatment of Acute Myeloid Leukemia; AID 1477, 2009; 230,000 tested, under 10 active; AlphaScreen CBFb-His/RUNX1-biotin binding, biochemical; Potency, µM (highest dose often 59.8 µM), inactives show top-dose activity, negative = inhibition, hits mostly inhibitors; also: % of control where 0% means no effect
# Target sequence (Q01196 whole entry, looked up): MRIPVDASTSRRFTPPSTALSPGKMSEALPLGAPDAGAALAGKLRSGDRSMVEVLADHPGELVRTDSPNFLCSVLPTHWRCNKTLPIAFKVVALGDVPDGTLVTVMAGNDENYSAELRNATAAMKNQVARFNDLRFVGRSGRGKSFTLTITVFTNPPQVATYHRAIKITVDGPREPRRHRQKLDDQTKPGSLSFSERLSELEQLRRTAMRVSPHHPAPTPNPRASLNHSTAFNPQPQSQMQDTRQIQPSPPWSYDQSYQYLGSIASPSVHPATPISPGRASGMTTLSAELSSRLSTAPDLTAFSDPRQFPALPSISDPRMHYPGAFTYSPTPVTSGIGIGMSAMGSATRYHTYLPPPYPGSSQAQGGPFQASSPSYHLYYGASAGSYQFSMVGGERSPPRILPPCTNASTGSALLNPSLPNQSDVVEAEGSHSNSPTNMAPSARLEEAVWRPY
# Target sequence (Q13951 whole entry, looked up): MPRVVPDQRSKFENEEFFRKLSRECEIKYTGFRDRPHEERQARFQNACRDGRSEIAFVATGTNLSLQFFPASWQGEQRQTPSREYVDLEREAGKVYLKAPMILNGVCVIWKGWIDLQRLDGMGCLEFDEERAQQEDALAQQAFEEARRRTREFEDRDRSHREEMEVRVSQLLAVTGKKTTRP
#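 Bead-based AlphaScreen assay; binding partners His-tagged CBF-beta and biotinylated RUNX1 at 30 nM each. Compound exposure 15 min after a 20-min protein preincubation; bead step 90 min; all steps at room temperature.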
# Luc counter – Counterscreen for Luciferase (Kinase-Glo TM) Inhibition. Potency, µM (top dose mostly 38.3 µM), for the others: at the top dose activity change, negative = inhibition, actives largely listed as inhibitors. 0.28% of 200,000 active. Kinase-Glo luciferase, ATP luminescence, 8 min. Luciferin 4-monooxygenase (Photuris pensylvanica), Q27757; also: potency is read from the fitted curve at half-maximal effect; % is scaled to controls: 0 for no effect and ±100 for the full control effect; nearly all actives have a fitted effect of over 60% in size
#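 Recombinant Kinase-Glo luciferase, 10 uM ATP (linear range), luciferin; imidazole pH 7.2 / KCl / MgCl2 / Tween / BSA buffer; 8 min RT; luminescence.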
# Epigenetic derep – Quantitative High-Throughput Screen for Regulators of Epigenetic Control; 0.2% of 280,000 active; Potency, µM (highest dose often 53.9 µM), without a hit: at the top dose GFP activation, usual class: activators; murine LDR cells, GFP reporter derepression, 30 h; also: potency is read from the fitted curve at half-maximal effect; % of control where 0% means no effect; nearly all actives have a fitted effect of over 60% in size
#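 Reporter derepression read as number of fluorescent GFP-positive objects, 20-120 um in size, counted by laser-scanning cytometer. Mouse LDR line with an epigenetically silenced CMV-GFP locus; compound incubation 30 h, 37 C.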
# L3MBTL1 inh – qHTS Assay for the Inhibitors of L3MBTL1. Potency, µM (doses to about 57.1 µM), inactives show at the top dose activity, negative = inhibition, actives largely listed as inhibitors. 0.66% of 230,000 active. AlphaScreen L3MBTL1–H3K9me1 peptide binding. Lethal(3)malignant brain tumor-like protein 1 (Homo sapiens), Q9Y468; also: potency is read from the fitted curve at half-maximal effect; % is scaled to controls: 0 for no effect and ±100 for the full control effect; nearly all actives have a fitted effect of over 60% in size
#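 L3MBTL1 50 nM + b-AHA-H3(1-15)K9me1 75 nM, 30 min RT; compound added, 30 min RT; streptavidin donor/Ni-chelate acceptor beads 10 ug/mL each final, 30 min RT dark; AlphaScreen read.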
# IMPase Li cell – qHTS Assay for Identifying the Cell-Membrane Permeable IMPase Inhibitors: Potentiation with Lithium | AID 1457, 2008 | Potency, µM (doses to about 59.4 µM), inactives show at the highest dose activity, negative = IMPase inhibition, most hits filed as inhibitors | 0.35% of 210,000 active | CHO-M1 cells, IP1 TR-FRET (IP-One), carbachol + lithium;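 also: IP1 builds up when IMPase is blocked and the TR-FRET signal falls; potency is read from the fitted curve at half-maximal effect; plate controls were basal vehicle for no effect and high inhibitor control for full effect; nearly all actives have a fitted effect of over 50% in size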
#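 Concentration–response in CHO-M1 cells, lithium-potentiated; 30 min at 37C. IP1 detected by competitive TR-FRET after 10 min lysis at RT. Hill-fitted AC50.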
# NPSR antag – qHTS Assay for Antagonists of the Neuropeptide S Receptor: cAMP Signal Transduction; Q6W5P4; CHO-NPSR cells, cAMP TR-FRET, antagonist mode; Potency, µM (doses to about 38.3 µM), for inactives: top-dose activity change, negative = inhibition, usual class: inhibitors; 1% of 220,000 active; also: potency is read from the fitted curve at half-maximal effect; % is scaled to controls: 0 for no effect and ±100 for the full control effect; nearly all actives have a fitted effect of over 50% in size; many of its hits are not listed in these tables
# Target sequence (Q6W5P4 whole entry, looked up): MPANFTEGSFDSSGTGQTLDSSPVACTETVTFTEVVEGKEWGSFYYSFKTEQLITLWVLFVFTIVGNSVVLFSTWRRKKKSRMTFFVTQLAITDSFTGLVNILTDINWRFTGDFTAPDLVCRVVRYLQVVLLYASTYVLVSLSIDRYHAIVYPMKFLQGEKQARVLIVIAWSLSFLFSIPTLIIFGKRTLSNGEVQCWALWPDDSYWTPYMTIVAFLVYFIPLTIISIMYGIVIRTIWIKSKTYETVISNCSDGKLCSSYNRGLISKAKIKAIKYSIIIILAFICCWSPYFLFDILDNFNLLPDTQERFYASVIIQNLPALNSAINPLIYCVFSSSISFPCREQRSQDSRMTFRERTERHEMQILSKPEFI
# HttQ103 aggreg – qHTS Multiplex Assay to Identify Dual Action Probes in a Cell Model of Huntington: Aggregate Formation (GFP); Potency, µM (titrated, usually from 46.1 µM), for the others: top-dose activity change, negative = inhibition, hits mostly inhibitors; PC12 HttQ103-GFP aggregates, Acumen cytometry, 40 h; AID 1688, 2009; 1.1% of 220,000 active; also: potency is read from the fitted curve at half-maximal effect; % is scaled to controls: 0 for no effect and ±100 for the full control effect; nearly all actives have a fitted effect of over 60% in size
#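 Aggregate formation scored by laser-scanning cytometer (488 excitation, 500–530 emission) in lysed PC12 cells expressing Q103-GFP after 100 nM tebufenozide induction; library tested in dose series, with ATPLite reagent added in the multiplex.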
# An asterisk follows results filed as active; ? = inconclusive; . = no result given; & = joins results of further samples; [ ] = dose if it differs, or a comment. Calls follow the shape of the dose curve; as a rule, active = well fitted curve in the direction sought with a large enough effect; inconclusive = small, poorly fitted or top-dose-only effect, or another doubt; inactive = no such curve, though single readings can be large; an effect the other way counts as inactive or inconclusive.
SMILES,CBFb RUNX1 block,Luc counter,Epigenetic derep,L3MBTL1 inh,IMPase Li cell,NPSR antag,HttQ103 aggreg
Nc1nc2n(n1)C(c1cccs1)CC(c1ccc(F)cc1)N2 (stereo unspecified),-3.1%,1.5%,-0.8%,2.7%,-3.1%[38.3 µM],7.3%[46.1 µM],7.3%
CN1C(=O)C(CC(=O)Nc2ccc(Cl)cc2)N(Cc2ccco2)C1=S (stereo unspecified),-11.7%,0.1%,3.1%,-2.8%,5.1%,-35.2%,-4.2%[9.22 µM]
Cc1ccnc(SCC(=O)n2c3c(c4ccccc42)CC(C)CC3)n1 (stereo unspecified),0.3%,-5.4%,10.5%,-0.4%,-4.9%[38.3 µM],-18.4%[46.1 µM],-6.8%
NS(=O)(=O)c1ccc(NCc2cc(Cl)ccc2OCc2ccccc2F)cc1,-1.5%,-5.6%,-1.2%,-8.4%,-3.4%[38.3 µM],?,-8.8%
CCNC(=O)C1CCCN(c2nc(C)cc(C)n2)C1 (stereo unspecified),2.2%,-0.7%,4.5%,5.6%,10.1%,8.1%,12.1%[9.22 µM]
CCCCC(C)(O)C/C=C/[C@H]1[C@H](O)CC(=O)[C@@H]1CCCCCCC(=O)O (stereo partly specified),2.0%&7.0%,3.8%,0.0%&-0.3%,.,-6.9%&15.6%,.,.
COc1ccc2cc(C(c3nnnn3Cc3ccc(F)cc3)N3CCCCCC3)c(=O)[nH]c2c1 (stereo unspecified),-13.2%,0.1%,2.8%,.,31.8%[activator][38.3 µM],-25.0%[46.1 µM],0.4%
CCc1cccc(CC)c1NC(=O)COC(=O)CC1c2ccccc2CCN1S(=O)(=O)c1ccccc1 (stereo unspecified),-0.1%,3.8%,0.0%,1.0%,10.0%,-11.8%[46.1 µM],-6.0%
COc1ccc(CN2CCOCCOCCOCC2)cc1,1.9%,.,7.5%,-2.4%,.,-17.4%,-1.0%[9.22 µM]
Cc1ccc(C(=O)O/N=C2\CCCc3ccccc32)cc1,15.4%,-23.6%,-1.1%,?,-4.6%[38.3 µM],-7.1%[46.1 µM],-3.7%
COC(=O)Cn1c(=O)c2c(nc(Br)n2Cc2ccccc2Cl)n(C)c1=O,-1.3%,-0.4%,-1.2%,-6.4%,-4.4%[38.3 µM],-7.1%[46.1 µM],0.8%
Cc1occc1C(=O)Nc1ccc2c(c1)CCC2,6.6%,12.6µM*,0.0%,1.3%,10.5%[38.3 µM],?,?
CO/C([O-])=N/c1c[n+](-c2ccc(C)cc2)no1,4.1%,-3.5%,0.0%,6.7%,3.0%,-2.2%[46.1 µM],-13.9%
Cc1cccc(OCC(=O)N(Cc2cccs2)C2CCS(=O)(=O)C2)c1 (stereo unspecified),2.7%,1.1%,17.8%,-1.0%,-12.3%[38.3 µM],12.7%[46.1 µM],26.0%
COc1ccc(NC(=O)CCc2nc(-c3ccccc3F)no2)cc1,0.9%,3.4%,2.2%,-1.9%,2.8%[38.3 µM],-7.2%[46.1 µM],2.5%
CC(=O)Nc1cccc(/C(C)=N/NC(=O)c2cccc(S(=O)(=O)N3CCOCC3)c2)c1,1.2%,2.4%,-0.2%,7.4%,6.0%,3.9%,17.7%
CCCCSc1nc2ccccc2n1CC(=O)O,14.3%,-1.8%,-1.2%,7.9%,4.8%,1.7%[46.1 µM],-5.5%
Clc1ccccc1CSc1nnc(-c2cccnc2)n1Cc1ccco1,-5.1%,-1.2%,0.0%,-7.3%,13.1%[38.3 µM],8.0%[46.1 µM],14.4%
O=C(Nc1ccccc1)C1=C(c2ccccc2)S(=O)(=O)CCS1(=O)=O,5.1%,7.2%,-2.6%,-1.5%,22.2%,?,5.01µM*
O=C(c1ccc([N+](=O)[O-])cc1)N1CCSC1c1ccccc1Cl (stereo unspecified),0.8%,3.8%,5.8%,-7.7%,20.2%,-29.2%,22.2%

# Some of these compounds in order of their number in CBFb RUNX1 block, rising:
compound	CBFb RUNX1 block	Epigenetic derep	IMPase Li cell	NPSR antag	HttQ103 aggreg
COc1ccc2cc(C(c3nnnn3Cc3ccc(F)cc3)N3CCCCCC3)c(=O)[nH]c2c1 (stereo unspecified)	-13.2%	2.8%	31.8%[activator][38.3 µM]	-25.0%[46.1 µM]	0.4%
Clc1ccccc1CSc1nnc(-c2cccnc2)n1Cc1ccco1	-5.1%	0.0%	13.1%[38.3 µM]	8.0%[46.1 µM]	14.4%
Cc1occc1C(=O)Nc1ccc2c(c1)CCC2	6.6%	0.0%	10.5%[38.3 µM]	?	?

# (listing goes on)
SMILES,CBFb RUNX1 block,Luc counter,Epigenetic derep,L3MBTL1 inh,IMPase Li cell,NPSR antag,HttQ103 aggreg
CCOC(=O)C1CCN(C(=S)Nc2ccccc2)CC1,3.1%,-2.0%,2.9%,6.5%,1.5%,-10.8%,-6.1%[9.22 µM]
O=C(NCc1ccco1)C(c1ccc(F)cc1)N(Cc1cccnc1)C(=O)Cn1nnc2ccccc21 (stereo unspecified),-8.2%,-3.6%,-0.7%,-3.0%,7.0%[38.3 µM],-8.2%[46.1 µM],1.0%
O=C(CCc1nnc(CCc2c[nH]c3ccccc23)o1)NC1CCC1,16.5%,.,1.2%,4.6%,.,37.7%,8.0%[9.22 µM]
Cc1ccsc1C1C(C#N)=C(N)OC2=C1C(=O)CCC2 (stereo unspecified),-0.7%,0.3%,-0.5%,-7.5%,9.2%,8.2%,17.2%[9.22 µM]
CCc1cc(=O)oc2cc(OCc3nn[nH]n3)ccc12,4.7%,10.4%,-1.9%,2.2%,?,-25.8%[46.1 µM],16.5%
CCn1c(SCC(=O)N2CCN(c3cccc(Cl)c3)CC2)nc2ccccc2c1=O,4.9%,-1.7%,0.0%,-10.3%,16.5%,?,-6.8%
COc1cccc(Cn2nnc(C(=O)NCc3ccc(F)cc3)c2N)c1,0.8%,-1.6%,-0.2%,.,4.1%[38.3 µM],-8.0%[46.1 µM],-25.3%
O=C(NNC1=NS(=O)(=O)c2ccccc21)C1CC(=O)N(c2ccccc2)C1 (stereo unspecified),-7.5%,5.7%,-1.2%,.,-4.3%,20.9%,5.1%
C[C@@H]1O[C@@H](O[C@H]2[C@H](Oc3cc(O)c4c(c3)O[C@H](c3ccc(O)cc3)CC4=O)O[C@H](CO)[C@@H](O)[C@@H]2O)[C@H](O)[C@H](O)[C@H]1O,16.4%[21.7 µM],-0.9%&1.1%,-0.2%&-2.3%,15.0%,2.4%&1.8%,12.7%,18.8%
CN(CCOC(=O)/C=C/c1ccccc1)C(C)(C)C,?,-2.7%,-2.5%,-10.6%,-5.8%,7.6%,3.0%
O=C(NNC(=S)NC1CCCCC1)c1ccc2c(c1)OCO2,5.7%,4.0%,0.0%,6.5%,0.3%,-0.5%[46.1 µM],?
CC(=O)Nc1ccc(S(=O)(=O)N2CCSC2c2ccccc2)cc1 (stereo unspecified),10.7%,0.2%,0.9%,1.7%[11.4 µM],15.5%[38.3 µM],9.9%[46.1 µM],.
O=C1CCC/C1=C/Nc1cccc(F)c1,14.4%,.,0.1%,1.7%,.,10.4%,-4.3%[9.22 µM]
Clc1ccccc1-c1nc(N2CCNCC2)c2ccccc2n1,.,-1.4%,0.4%,.,4.2%,.,.
CCc1ccc(OCC(=O)NC(NC(=S)Nc2ccccc2OC)C(Cl)(Cl)Cl)cc1 (stereo unspecified),5.4%,.,0.9%,1.2%,.,-18.2%[46.1 µM],?
C/C(=N\S(=O)(=O)c1ccc(C)cc1)NC(=S)Nc1ccccc1,7.9%,0.1%,1.1%,2.7%,0.4%,-27.5%,7.5%
Cc1ccc(C)c(C(=O)CSc2n[nH]c(C(C)C)n2)c1,-3.6%,-3.1%,-1.1%,1.2%,-4.8%[38.3 µM],-11.0%[46.1 µM],4.4%
Cc1cccc(-n2c3nc(=O)[nH]c(=O)c-3cc3cc([N+](=O)[O-])ccc32)c1,-20.7%,2.7%,0.9%,3.8%,10.5%,17.7%,21.0%
Cc1ccc2nc(SCC(=O)c3ccc4c(c3)NC(=O)CO4)[nH]c2c1,-15.4%,0.8%,3.0%,3.9%,-18.6%,-42.7%,29.7%
Cc1nc2ccccn2c1C(=O)N/N=C/c1ccccc1[N+](=O)[O-],-3.0%,-1.0%,-0.1%,-4.1%,0.3%[38.3 µM],-9.1%[46.1 µM],5.1%
COc1ccc(N2C(=O)C(Cc3ccccc3)NC2=S)cc1 (stereo unspecified),11.7%,-0.3%,-1.5%,0.6%,-4.7%,6.9%,21.8%
O=C(COc1ncnc2sccc12)Nc1cccc(S(=O)(=O)N2CCCC2)c1,-0.2%,.,1.1%,-3.6%,.,-5.6%,1.2%[9.22 µM]
N#Cc1cnn2c(-c3ccc(Cl)cc3Cl)ccnc12,5.1%,-2.0%,1.1%,10.7%,3.1%,-0.2%,22.0%[9.22 µM]
CCOC(=O)C1=C(C)OC(N)=C(C#N)C1c1cc(F)ccc1F (stereo unspecified),-0.4%,-3.8%,-1.3%,.,1.4%[38.3 µM],?,9.1%
CCCOc1c(OC)cccc1C1CC(=O)Nc2cc3c(cc21)OCO3 (stereo unspecified),-15.4%,0.0%,0.0%,-7.3%,20.9%[38.3 µM],-12.7%[46.1 µM],-11.1%
CC1(C)CCC(NC(=O)[C@@H](N)CCC(=O)O)CC1,-7.6%,-2.8%,-1.2%,.,12.1%,0.8%[46.1 µM],-11.5%
Cc1[nH]c2ccccc2c1C(=O)CN1CCN(C2CCCCC2)CC1,7.1%,-6.3%,0.0%,.,27.2%[38.3 µM],-9.1%[46.1 µM],1.7%
c1ccc(-c2cc(CSc3nc4ccccc4[nH]3)on2)cc1,8.7%,-0.5%,0.0%,.,40.6%[activator][38.3 µM],9.3%[46.1 µM],?
O=C1CCc2cc(S(=O)(=O)NCCCC(=O)N3CCN(Cc4ccc5c(c4)OCO5)CC3)ccc2N1,-4.6%,.,0.0%,.,3.1%,7.7%,2.2%
COc1cccc(NC(=O)N2CCN(c3nc(-c4cccc(OC)c4)cs3)CC2)c1,-19.2%,.,-1.1%,.,.,-46.8%,17.5%[9.22 µM]

# These rows are one share of the data; the hit share may differ from the screen's.
